Source: PubChem BioAssay (National Center for Advancing Translational Sciences (NCATS))
SMN2 splice up = enhancers of SMN2 splice variant expression; actives 2.8% (n = 210,000); HEK293 SMN2-luciferase splicing reporter, luminescence, 30-36 h; Potency, µM (series often up to 46.1 µM), for the others: at the top dose activity change, positive = activation, hits mostly activators; also: % of control where 0% means no effect; nearly all actives have a fitted effect of over 55% in size
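qHTS luciferase splicing reporter: luminescence rises when SMN2 exon 7 is included in transfected HEK293 cells. Compound exposure lasted 30-36 h at 37C, with 4.5 mM final sodium butyrate as control, followed by a ONE-Glo read.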
Luc counter = blocks Kinase-Glo luciferase, a counter-screen artifact | Q27757 | Kinase-Glo luciferase, ATP luminescence, 8 min | Potency, µM (series often up to 38.3 µM), without a hit: at the highest dose activity change, negative = inhibition, most hits filed as inhibitors | actives 0.28% (n = 200,000) | AID 1379; also: % is scaled to controls: 0 for no effect and ±100 for the full control effect; nearly all actives have a fitted effect of over 60% in size
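Recombinant Kinase-Glo luciferase, 10 uM ATP (linear range), luciferin; imidazole pH 7.2 / KCl / MgCl2 / Tween / BSA buffer; 8 min RT; luminescence.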
GoLoco inh red = RGS12 GoLoco-Gai1 interaction inhibition; actives 0.44% (n = 230,000); Gai1:RGS12 GoLoco peptide FP, rhodamine, 10 min; AID 880; Potency, µM (highest dose often 61.6 µM), inactives show top-dose activity, negative = inhibition, hits mostly inhibitors; P63096; active = well fitted inhibition curve with a large enough effect, not every such curve was filed as active; inactive = no such curve, though single readings can be large or run the other way; also: % is scaled to controls: 0 for no effect and ±100 for the full control effect; nearly all actives have a fitted effect of over 30% in size; many of its hits are not listed in these tables
IMPase Li inh = cell-permeable IMPase inhibitors with lithium potentiation. AID 1457. CHO-M1 cells, IP1 TR-FRET (IP-One), carbachol + lithium. Potency, µM (doses to about 59.4 µM), without a hit: top-dose activity, negative = IMPase inhibition, hits mostly inhibitors. actives 0.35% (n = 210,000);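 also: IP1 builds up when IMPase is blocked and the TR-FRET signal falls; plate controls were basal vehicle for no effect and high inhibitor control for full effect; nearly all actives have a fitted effect of over 50% in size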
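Test compounds were applied to CHO-M1 cells previously cultured for 16–30 h at 2000 per well. A small lithium amount accompanied them; after 30 min at 37C, IP1 was quantified by TR-FRET.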
KDM4E inh = JMJD2E (human) inhibition; B2RXH2; JMJD2E catalytic domain, FDH-coupled NADH fluorescence (FDH is formaldehyde dehydrogenase); Potency, µM (doses to about 57.1 µM), for the others: top-dose activity change, negative = inhibition, hits mostly inhibitors; actives 1.6% (n = 230,000); AID 2147; active = well fitted inhibition curve with a large enough effect, not every such curve was filed as active; inconclusive = small, poorly fitted or top-dose-only effect, or another doubt; inactive = no such curve, though single readings can be large or run the other way;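 also: 0% = wells with enzyme and -100% = buffer wells without enzyme; nearly all actives have a fitted effect of over 50% in size; many of its hits are not listed in these tables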
NPSR antag = antagonists of human neuropeptide S receptor cAMP signaling; CHO-NPSR cells, cAMP TR-FRET, antagonist mode; Potency, µM (doses to about 38.3 µM), for the others: top-dose activity change, negative = inhibition, actives largely listed as inhibitors; actives 1% (n = 220,000); AID 1461; also: % is scaled to controls: 0 for no effect and ±100 for the full control effect; nearly all actives have a fitted effect of over 50% in size; many of its hits are not listed in these tables
Target sequence (Q6W5P4 whole entry, looked up): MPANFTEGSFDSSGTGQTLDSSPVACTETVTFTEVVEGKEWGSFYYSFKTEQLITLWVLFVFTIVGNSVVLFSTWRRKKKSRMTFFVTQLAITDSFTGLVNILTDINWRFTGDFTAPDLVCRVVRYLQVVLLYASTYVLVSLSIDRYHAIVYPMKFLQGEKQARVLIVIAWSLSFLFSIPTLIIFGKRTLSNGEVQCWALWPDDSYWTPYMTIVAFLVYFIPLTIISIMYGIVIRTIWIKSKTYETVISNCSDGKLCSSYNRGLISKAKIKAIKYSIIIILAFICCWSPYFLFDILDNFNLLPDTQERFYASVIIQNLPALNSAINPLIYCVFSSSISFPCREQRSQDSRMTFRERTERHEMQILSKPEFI
Epigenetic derep = epigenetic control regulation, reporter derepression | murine LDR cells, GFP reporter derepression, 30 h | Potency, µM (titrated, usually from 53.9 µM), for the others: at the highest dose GFP activation, hits mostly activators | actives 0.2% (n = 280,000); also: % of control where 0% means no effect; nearly all actives have a fitted effect of over 60% in size
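Reporter derepression read as number of fluorescent GFP-positive objects, 20-120 um in size, counted by laser-scanning cytometer. Mouse LDR line with an epigenetically silenced CMV-GFP locus; compound incubation 30 h, 37 C.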
RECQ1 helicase = inhibitors of human RECQ1 DNA helicase | AID 2549 | Potency, µM (doses to about 57.3 µM), inactives show at the highest dose activity, negative = inhibition, usual class: inhibitors | actives 0.54% (n = 240,000) | RECQ1 DNA unwinding, red fluorescence kinetic read | P46063;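 also: plate controls were vehicle for no effect and no enzyme for full effect; nearly all actives have a fitted effect of over 30% in size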
Target sequence (P46063 whole entry, looked up): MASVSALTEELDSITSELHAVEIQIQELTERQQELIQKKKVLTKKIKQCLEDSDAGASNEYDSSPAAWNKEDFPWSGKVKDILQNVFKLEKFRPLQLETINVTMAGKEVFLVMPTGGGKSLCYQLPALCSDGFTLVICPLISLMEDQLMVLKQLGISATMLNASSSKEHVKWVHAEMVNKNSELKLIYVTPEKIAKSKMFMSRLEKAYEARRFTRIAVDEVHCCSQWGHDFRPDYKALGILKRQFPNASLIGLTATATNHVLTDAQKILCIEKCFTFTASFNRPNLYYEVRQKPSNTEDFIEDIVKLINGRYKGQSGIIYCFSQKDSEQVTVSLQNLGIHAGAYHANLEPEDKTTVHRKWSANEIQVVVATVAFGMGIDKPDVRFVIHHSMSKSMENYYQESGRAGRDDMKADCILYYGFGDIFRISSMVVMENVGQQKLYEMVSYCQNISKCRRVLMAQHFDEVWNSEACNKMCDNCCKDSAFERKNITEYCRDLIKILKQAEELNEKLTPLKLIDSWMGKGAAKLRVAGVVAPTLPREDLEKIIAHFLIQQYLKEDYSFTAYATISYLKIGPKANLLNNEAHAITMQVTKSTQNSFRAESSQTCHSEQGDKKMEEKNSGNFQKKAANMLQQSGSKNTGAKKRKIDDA
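RECQ1T1 50 nM; forked duplex (20 bp + 30-nt ss tails) 200 nM, ATP 2 mM final; pH 8.0, 2 mM MgCl2, 2.5 ug/ml poly(dI-dC); 15 min compound preincubation; discontinuous kinetic read over 2 h at RT.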
The depositor's hits bear a star; i = inactive; ? = inconclusive; . = no result given; [ ] = remark or other dose. Unless noted, calls follow the shape of the dose curve; as a rule, active = well fitted curve in the direction sought with a large enough effect; inconclusive = small, poorly fitted or top-dose-only effect, or another doubt; inactive = no such curve, though single readings can be large; an effect the other way counts as inactive or inconclusive. Potency is read from the fitted curve at half-maximal effect.

Every second line gives: NPSR antag, Epigenetic derep, IMPase Li inh, KDM4E inh, SMN2 splice up, Luc counter, RECQ1 helicase, GoLoco inh red
C=CCn1c(SCC(=O)NC(=O)NC2CCCC2)nnc1C1CCCCC1
  -6.9%, 0.0%, 9.2%, 3.0%, -10.0%, 1.5%, 2.5%, 0.1%
CC(C)CNC(=S)NC(=O)c1ccc(Cl)cc1
  -20.0%, -1.8%, -0.2%, -0.3%, ., -0.1%, -11.5%, 8.0%
CC1=C(C(=O)Nc2ccccc2)C(c2ccc(C(C)C)cc2)N2C(=O)CSC2=N1 (stereo unspecified)
  -12.5%[46.1 µM], 1.6%, 28.0%[38.3 µM], 9.0%, -17.9%, -3.5%, -3.1%, 5.0%
O=C(CCc1nc2ccccc2c(=O)[nH]1)Nc1ccc(F)cc1
  7.4%, -1.8%, 3.6%, -5.0%, ?, -2.5%, -0.3%, -1.1%
Cc1cc(C(=O)CN2C(=O)c3cccc(N)c3C2=O)c(C)n1Cc1cccs1
  -15.7%[46.1 µM], -0.7%, 12.9%[38.3 µM], ?, 8.91µM*, -2.4%, -15.0%, 2.3%
Cc1nn(CC(=O)NC2C(=O)N3C(C(=O)O)=C(CSc4nnnn4C)CSC23)cc1Br (stereo unspecified)
  10.7%, -0.3%, -2.8%, -7.2%, ., ., -8.0%, -8.2%
Brc1cccc(-c2nnc3sc(CN4CCC5(CC4)OCCO5)cn23)c1
  -11.3%[46.1 µM], -0.9%, -3.0%[38.3 µM], 13.1%, -32.4%[inhibitor], 1.5%, -11.9%, 5.4%
CC(C)Cn1c(=O)c2c(nc3n2CCCN3CCc2ccccc2)n(C)c1=O
  ?, -1.7%, 2.2%[38.3 µM], 5.9%, -29.2%, -6.5%, -11.4%, -3.0%
Cc1cccc(N2CN(Cc3ccco3)CNC2=S)c1C
  -6.1%[46.1 µM], 1.0%, 1.3%, -4.2%, -8.7%, 2.1%, -11.1%, 11.9%
CC(C)(C)NC(=O)c1nc2nc(-c3ccccc3)cc(C(F)(F)F)n2n1
  4.5%, 1.0%, -0.6%, ?, -1.4%, -1.2%, -0.3%, 20.7%
C=CCOc1ccc(C=Nc2ccc(Cl)cc2)c(O)c1
  22.2%, -0.9%, 1.1%, 1.5%, 0.1%[1.84 µM], -2.7%, -8.6%, -4.9%
CCOc1ccc(Nc2nc3c(c(=O)[nH]2)CCC3)cc1
  -4.8%[46.1 µM], -6.9%, ., 8.8%, ., ., -4.0%, .
O=c1cc(-c2ccccc2)[nH]n1-c1nc2ccccc2[nH]1
  -14.4%[46.1 µM], 0.0%, 1.2%[38.3 µM], ?, 3.4%, -10.8%, -5.5%, 37.1%[activator]
N=C1C(=O)OCC1c1ccccc1NC(=O)CN1CCOCC1 (stereo unspecified)
  6.6%, 1.1%, -6.6%, -3.2%, 17.8%, -0.6%, -7.8%, -1.6%
Cc1ccc(C)c(NC(=S)NCc2ccc3[nH]c4c(c3c2)CCCC4)c1
  -34.1%, 0.2%, 8.8%, -6.0%, 21.7%, -1.1%, -8.1%, 11.1%
Cc1cccc(OCc2nc(C#N)c(NCc3ccc4c(c3)OCO4)o2)c1
  -12.3%[46.1 µM], -0.2%, 21.8%[38.3 µM], -24.3%, -24.5%, 3.7%, -14.9%, 71.3%[activator]
Cc1ccc(C)c(-n2nnnc2SCC(=O)Nc2c(C)n(C)n(-c3ccccc3)c2=O)c1
  -10.9%[46.1 µM], 4.4%, 0.5%[38.3 µM], 3.5%, -9.9%, -0.9%, 0.7%, -4.7%
O=C(CN1CC[C@@]2(O)CCCC[C@H]2[C@@H]1c1ccc(F)cc1)NCc1ccco1
  -3.2%, 0.6%, ., -6.0%, ., ., 11.5%, 3.5%
O=C(N/N=C/c1ccco1)c1cc(-c2ccc(Cl)s2)[nH]n1
  2.5%, 0.0%, 14.8%, 6.6%, -25.0%, 1.8%, -1.7%, 25.8%
O=C(CNC1=NCCC1)c1ccc2c(c1)OCCO2
  20.0%[46.1 µM], ?, -6.7%[38.3 µM], -4.5%, -14.8%, 3.8%, 17.4%, 6.9%

Entries listed above that bear a hit mark in SMN2 splice up.
Compound	NPSR antag	Epigenetic derep	IMPase Li inh	KDM4E inh	SMN2 splice up	RECQ1 helicase	GoLoco inh red
Cc1cc(C(=O)CN2C(=O)c3cccc(N)c3C2=O)c(C)n1Cc1cccs1	-15.7%[46.1 µM]	-0.7%	12.9%[38.3 µM]	?	8.91µM*	-15.0%	2.3%

Ordered by the number under RECQ1 helicase (highest first): 3 from the list above.
mol | RECQ1 helicase
CCOc1ccc(Nc2nc3c(c(=O)[nH]2)CCC3)cc1 | -4.0%
N=C1C(=O)OCC1c1ccccc1NC(=O)CN1CCOCC1 (stereo unspecified) | -7.8%
Cc1nn(CC(=O)NC2C(=O)N3C(C(=O)O)=C(CSc4nnnn4C)CSC23)cc1Br (stereo unspecified) | -8.0%

The results go on:
Every second line gives: NPSR antag, Epigenetic derep, IMPase Li inh, KDM4E inh, SMN2 splice up, Luc counter, RECQ1 helicase, GoLoco inh red
O=C(Cc1csc(Nc2nc(=S)[nH]c3ccccc23)n1)NCc1ccc(Cl)cc1
  -6.8%[46.1 µM], 8.5%, -10.2%[38.3 µM], 13.8%, -3.7%, -3.7%, -1.5%, 11.7%
C=CCn1c(SCc2ccc(C#N)cc2)nnc1-c1ccccc1
  -10.6%[46.1 µM], 0.1%, 11.3%[38.3 µM], 4.1%, -1.0%, 0.7%, i, -1.6%
CCC(=O)N1CC2(CC(c3cccc([N+](=O)[O-])c3)=NO2)C[C@H]1C(=O)NCC(N)=O (stereo partly specified)
  0.5%[46.1 µM], -1.1%, -4.1%[38.3 µM], 2.2%, -2.8%, -0.1%, i, 0.1%
COc1cc(C(=O)N[C@H](C(=O)Nc2nnc(C3CC3)s2)C(C)C)cc(OC)c1OC
  -9.1%, -0.3%, ., -2.2%, ., ., -4.0%, -1.4%
COc1ccc(C(O)(C(=O)NNc2ccc(C)cc2)c2cccs2)cc1 (stereo unspecified)
  -10.8%[46.1 µM], -1.0%, 21.7%[38.3 µM], -15.1%, ?, -9.5%, -0.8%, -0.6%
C=CCc1ccc(OCCCCOc2ccc(C(=O)O)cc2)c(OC)c1
  -32.2%, -1.1%, 3.9%, 7.0%, 18.1%, -1.8%, i, 0.9%
O=C(NNc1nc2ccccc2s1)C1CC1
  -2.8%[46.1 µM], -1.4%, 5.2%[38.3 µM], 2.2%, 6.5%, -7.2%, -13.3%, 5.1%
COC(=O)NNC(=O)c1cccc(C)c1
  -14.0%[46.1 µM], -1.0%, ., 4.2%, ., ., -6.2%, .
CCOC(=O)N1CCN(c2nc(C)c3c(n2)CCCC3=O)CC1
  -24.5%[46.1 µM], -0.1%, 5.0%, -2.0%, -14.5%, 4.1%, -7.5%, 0.5%
CCOC(=O)/C(C#N)=C1/SC(CC)C(=O)N1c1ccc(C)cc1 (stereo unspecified)
  -12.0%[46.1 µM], -1.0%, 19.8%[38.3 µM], 2.8%, 38.5%, -1.2%, 10.7%, 3.0%
OC(c1cccnc1)c1cccs1 (stereo unspecified)
  4.7%[46.1 µM], -2.7%, -2.7%[38.3 µM], 8.2%, -1.7%, 0.3%, -7.2%, 2.3%
Cc1ccc(C(=O)C[n+]2ccc3ccccc3c2)cc1
  18.7%, -4.1%, 6.4%, 3.6%, 6.6%, -1.3%, -2.9%, 6.2%
S=c1[nH]nc(Cn2nnc3ccccc32)n1-c1ccccc1
  4.3%, -3.1%, -2.3%, 0.1%, 1.0%, 5.2%, 3.6%, 5.1%
C/C(=N\OCC(=O)N/N=C/c1ccc(C)cc1O)c1cccs1
  -18.2%[46.1 µM], -1.1%, 27.1%[38.3 µM], ?, -0.2%, 0.6%, i, 4.8%
O=C(O)CCC(NC(=O)C(Cc1ccc2c(c1)OCO2)NC(=O)c1ccccc1)C(=O)O (stereo unspecified)
  -3.3%[46.1 µM], -0.7%, 3.7%[38.3 µM], -7.1%, -1.2%, -2.4%, -12.4%, 12.1%
COC(=O)c1[nH]c(C)c(/C(O)=C2\C(=O)C(=O)N(CCN(C)C)C2c2ccco2)c1C (stereo unspecified)
  1.6%[46.1 µM], 1.2%, -1.3%, -6.3%, -3.9%, -1.2%, 0.4%, 1.3%
COC(=O)C(C)(C)ONC(=O)Nc1ccccc1[N+](=O)[O-]
  4.5%, -1.9%, 5.2%, -0.4%, -9.2%, -1.2%, i, 1.1%
O=C(NCCc1c[nH]c2ccccc12)c1cc2sccc2n1Cc1ccccc1
  ?, -6.1%, 13.6%[38.3 µM], -0.7%, -30.8%[inhibitor], 1.8%, -9.7%, 3.6%
Cc1ccc(C(=O)OCn2ncc(Cl)c(Cl)c2=O)cc1
  ?, -1.4%, -16.6%[38.3 µM], 5.4%, ., -0.4%, -8.2%, -9.5%
CC1CCCCC1NC(=O)/C(C#N)=C/c1ccccc1F (stereo unspecified)
  -19.0%, ?, 17.0%, 14.6%, -2.4%, -2.9%, -1.9%, -1.2%
Cc1ccccc1NC(=S)Nc1ccc2cn[nH]c2c1
  8.6%, -3.1%, -10.0%, ?, 20.2%, 4.0%, i, 6.6%
CCOC(=O)c1c(NC(=O)Cn2nc(C(=O)O)c3ccccc3c2=O)sc(C)c1C
  33.1%, -0.1%, ., 104.5%[activator], ., ., i, 20.4%
Cc1noc(C)c1CSc1ncnc2sc3c(c12)CCC3
  -26.1%[46.1 µM], -1.4%, -32.3%[38.3 µM], -3.3%, -5.9%, -5.0%, -18.4%, 1.0%

Pulled by compound from the entries so far, 3 records:
Every second line gives: NPSR antag, Epigenetic derep, IMPase Li inh, KDM4E inh, SMN2 splice up, Luc counter, RECQ1 helicase, GoLoco inh red
CCOC(=O)N1CCN(c2nc(C)c3c(n2)CCCC3=O)CC1
  -24.5%[46.1 µM], -0.1%, 5.0%, -2.0%, -14.5%, 4.1%, -7.5%, 0.5%
Cc1ccc(C(=O)C[n+]2ccc3ccccc3c2)cc1
  18.7%, -4.1%, 6.4%, 3.6%, 6.6%, -1.3%, -2.9%, 6.2%
O=C(Cc1csc(Nc2nc(=S)[nH]c3ccccc23)n1)NCc1ccc(Cl)cc1
  -6.8%[46.1 µM], 8.5%, -10.2%[38.3 µM], 13.8%, -3.7%, -3.7%, -1.5%, 11.7%

An excerpt, so the mix of outcomes need not match the whole.
